Screening results: PubChem BioAssay, several laboratories
MEKK2 WT-MEK5 – raises or lowers MEK5 binding to wildtype human MEKK2 PB1 domain; binding response (% of control), % at 10 µM; actives 1.1% (n = 290,000); Q9Y2U5; bead flow cytometry, Alexa488-MEK5 binding to MEKK2 WT; actives lie on both sides; in the data active = binding response below about 67% or above about 130%
MEKK2mut PB1 HTS – signal of MEK5 binding to mutant human MEKK2 PB1 domain; bead flow cytometry, Alexa488-MEK5 binding to MEKK2 mutant; percent response, % at 10 µM; actives 0.35% (n = 290,000); AID 1530; in the data active = percent response above about 24%, passing the limit was not always enough; also: inactives centre near 1; some results filed as inactive read as strong as hits; reference of the scale not given here
HCV NS3 hel inh – blocks Hepatitis C virus NS3 helicase unwinding; AID 1800; inhibition, % at 10.9 µM; NS3 helicase DNA unwinding, Cy5 molecular beacon fluorescence; actives 0.56% (n = 290,000);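 active = inhibition above the mean of all tested compounds plus 3 SD, set per campaign, cut at about 35% in these data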;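 also: 0% = DMSO wells and 100% = thioflavine S control wells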
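Assay system: hepatitis C virus NS3 helicase domain fragment enzyme. Also added: annealed dual-labelled DNA beacon duplex, ATP-started. Timing: 1 h reaction at 25 °C, ATP-initiated. Technique: Cy5 fluorescence at 0 and 60 min, beacon hairpin quenching. Evaluation: % inhibition of unwinding. Replication: one well per compound.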
PfM18AAP inh – PfM18AAP enzyme inhibition; recombinant PfM18AAP, H-Glu-NHMec fluorogenic cleavage; inhibition, % at 7.35 µM; actives 1.2% (n = 290,000); AID 1822;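 active = inhibition above the campaign mean inhibition over all tested compounds plus 3 SD, cut at about 28% in these data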;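 also: 0% = plate median of test compound wells and 100% = 2 mM ZnCl2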
SUMO HTRF inh – inhibitors of human SUMOylation (UBC9). HTRF SUMOylation assay, SAE1/SAE2 + UBC9, in vitro. AID 2006. inhibition, % at 35 µM. actives 0.36% (n = 290,000); in the data active = inhibition above about 50%, passing the limit was not always enough; also: strong numbers were not always called active
Target sequence (P63279 whole entry, looked up): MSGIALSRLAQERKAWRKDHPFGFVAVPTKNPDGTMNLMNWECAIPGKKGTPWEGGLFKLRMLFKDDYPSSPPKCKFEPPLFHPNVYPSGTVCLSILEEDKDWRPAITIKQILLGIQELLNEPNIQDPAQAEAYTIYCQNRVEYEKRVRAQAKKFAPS
NALP1 inh – blocks the NALP1 inflammasome reconstituted in yeast; inhibition, % at 10 µM; actives 0.61% (n = 280,000); S. cerevisiae NALP1/ASC/caspase-1 growth, X-gal OD620, 72 h; in the data active = inhibition mostly above about 24%, no sharp cut-off; inactive = mostly below about 32%; also: some compounds called inactive have numbers as strong as hits
VIM-2 inhibitor – blocks Pseudomonas aeruginosa VIM-2 metallo-beta-lactamase; actives 0.89% (n = 290,000); AID 1527; purified VIM-2, nitrocefin hydrolysis, epi-absorbance fluorescence; inhibition, % at 5.6 µM;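 active = inhibition above the mean of all tested compounds plus 3 SD, cutoff set per screening run, cut at about 7.5% in these data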;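 also: red hydrolysis product quenches plate fluorescence so inhibitors raise well fluorescence; 0% = enzyme with DMSO and 100% = DMSO without enzyme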
IMP-1 inhibitor – blocks Pseudomonas aeruginosa IMP-1 metallo-beta-lactamase | purified IMP-1, nitrocefin hydrolysis, epi-absorbance fluorescence | actives 0.45% (n = 290,000) | inhibition, % at 5.6 µM;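 active = inhibition above the mean plus 3 SD of all compounds in the same screening run, cut at about 4.5% in these data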;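 also: 0% = IMP-1 with DMSO and 100% = DMSO wells lacking enzyme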
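System: purified IMP-1 / Input: IMP-1 dispensed at 0.2 nM / Medium: 50 mM HEPES pH 7.1, 50 µM ZnSO4, 0.05% Brij 35 / Timing: 15 min enzyme–compound preincubation, then 25 min nitrocefin reaction, 25 °C / Technique: plate fluorescence quenching by hydrolysis product, ex 480/em 530 nm / Repeats: singlicate testing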
DNA FID counter – displaces DNA intercalator in HCV helicase counter-screen. DNA fluorescent intercalator displacement, fluorescence. inhibition, % at 7.9 µM. actives 0.17% (n = 290,000). AID 1845; in the data active = inhibition above about 37%;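 also: 0% = vehicle and 100% = reference compound; higher means more ethidium bromide displaced from hairpin DNA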
Active calls of the source: *.

Results for COc1ccc(CC(=O)OCC(=O)Nc2cc(S(=O)(=O)N3CCOCC3)ccc2N2CCCC2)cc1 ?
MEKK2 WT-MEK5: 102; MEKK2mut PB1 HTS: -5; HCV NS3 hel inh: -14; PfM18AAP inh: -8; SUMO HTRF inh: 5; NALP1 inh: 11; VIM-2 inhibitor: -0.8; IMP-1 inhibitor: -3.2; DNA FID counter: -19

What do the screens show for `CC(C(=O)NC(C)(C)C)N1C(=O)c2cccc3cccc(c23)C1=O` (stereo not drawn)?
MEKK2 WT-MEK5: 98; MEKK2mut PB1 HTS: 5; HCV NS3 hel inh: 20; PfM18AAP inh: 0; SUMO HTRF inh: 7; NALP1 inh: 16; VIM-2 inhibitor: -2.9; IMP-1 inhibitor: -3.2; DNA FID counter: -6

How did CCOc1cc(/C=N/NC(=O)c2cc(-c3cccnc3)nc3ccccc23)ccc1O do in these assays?
MEKK2 WT-MEK5: 106; MEKK2mut PB1 HTS: 4; HCV NS3 hel inh: 0; PfM18AAP inh: 0; SUMO HTRF inh: 0; NALP1 inh: -6; VIM-2 inhibitor: -3.1; IMP-1 inhibitor: -4.9; DNA FID counter: -6

What do the screens show for `O=C(Nc1nccs1)c1cccc(S(=O)(=O)N2CCCC2)c1`?
MEKK2 WT-MEK5: 102; MEKK2mut PB1 HTS: -2; HCV NS3 hel inh: 17; PfM18AAP inh: -11; SUMO HTRF inh: 4; NALP1 inh: 14; VIM-2 inhibitor: 0.4; IMP-1 inhibitor: -1.3; DNA FID counter: -10

What do the screens show for `O=C1CN(c2ccccc2F)C(=O)CN1c1ccccc1F`?
MEKK2 WT-MEK5: 105; MEKK2mut PB1 HTS: 3; HCV NS3 hel inh: 3; PfM18AAP inh: 2; SUMO HTRF inh: 17; NALP1 inh: -12; VIM-2 inhibitor: -3.0; IMP-1 inhibitor: -2.5; DNA FID counter: -1

What do the screens show for `CC(Oc1ccccc1)c1ccnn1S(C)(=O)=O` (stereo not drawn)?
MEKK2 WT-MEK5: 113; MEKK2mut PB1 HTS: 7; HCV NS3 hel inh: 2; PfM18AAP inh: -3; SUMO HTRF inh: 4; NALP1 inh: 17; VIM-2 inhibitor: -0.3; IMP-1 inhibitor: -2.5; DNA FID counter: -1

What do the screens show for `O=C(c1ccccn1)N(c1ccccc1)C1(C(=O)NC2CCCCC2)CCCCC1`?
MEKK2 WT-MEK5: 102; MEKK2mut PB1 HTS: 1; HCV NS3 hel inh: -8; PfM18AAP inh: 3; SUMO HTRF inh: 4; NALP1 inh: -8; VIM-2 inhibitor: 0.9; IMP-1 inhibitor: -1.4; DNA FID counter: -12

What do the screens show for `O=C(NCc1cn2ccccc2n1)c1ccc(Br)o1`?
MEKK2 WT-MEK5: 101; MEKK2mut PB1 HTS: 5; HCV NS3 hel inh: -3; PfM18AAP inh: -7; SUMO HTRF inh: -3; VIM-2 inhibitor: -1.7; IMP-1 inhibitor: 1.8; DNA FID counter: -3

How did Cc1ccccc1/C=C/c1nc2ccccc2c(=O)n1Cc1ccccc1 do in these assays?
MEKK2 WT-MEK5: 101; MEKK2mut PB1 HTS: 0; HCV NS3 hel inh: -4; PfM18AAP inh: -2; SUMO HTRF inh: 18; NALP1 inh: 28; VIM-2 inhibitor: -0.2; IMP-1 inhibitor: -2.6; DNA FID counter: -6

What do the screens show for `COc1cc(/C=C/C(=O)O)cc(S(=O)(=O)NCCO)c1OC`?
MEKK2 WT-MEK5: 98; MEKK2mut PB1 HTS: -1; HCV NS3 hel inh: -2; PfM18AAP inh: -8; SUMO HTRF inh: 0; NALP1 inh: 19; VIM-2 inhibitor: -1.1; IMP-1 inhibitor: -2.9; DNA FID counter: -1

How did Nc1ncc2c(n1)-c1ccoc1CC2 do in these assays?
MEKK2 WT-MEK5: 109; MEKK2mut PB1 HTS: 6; HCV NS3 hel inh: 3; PfM18AAP inh: 9; SUMO HTRF inh: 36; NALP1 inh: 6; VIM-2 inhibitor: -3.7; IMP-1 inhibitor: -3.3; DNA FID counter: -4

Results for Cc1cc(C(=O)NNc2ccc(F)cc2)no1 ?
MEKK2 WT-MEK5: 106; MEKK2mut PB1 HTS: -2; HCV NS3 hel inh: 1; PfM18AAP inh: 17; SUMO HTRF inh: -16; NALP1 inh: 10; VIM-2 inhibitor: -0.8; IMP-1 inhibitor: -2.0; DNA FID counter: 1

Results for Cc1ccc([N+](=O)[O-])cc1NC(=S)NC(=O)c1ccco1 ?
MEKK2 WT-MEK5: 114; MEKK2mut PB1 HTS: 14; HCV NS3 hel inh: -2; PfM18AAP inh: -1; SUMO HTRF inh: -18; NALP1 inh: 22; VIM-2 inhibitor: -1.3; IMP-1 inhibitor: -1.9; DNA FID counter: 3

What do the screens show for `COc1ccc(COc2cc(-c3cccc(OC)c3)nc3ccc(N)cc23)cc1`?
MEKK2 WT-MEK5: 104; MEKK2mut PB1 HTS: 1; HCV NS3 hel inh: 29; PfM18AAP inh: 8; SUMO HTRF inh: 10; NALP1 inh: 6; VIM-2 inhibitor: -1.8; IMP-1 inhibitor: -3.3; DNA FID counter: -15

How did COCCCNC(=O)CCCC(=O)NCCCOC do in these assays?
MEKK2 WT-MEK5: 99; MEKK2mut PB1 HTS: 0; HCV NS3 hel inh: 5; PfM18AAP inh: 0; SUMO HTRF inh: 24; NALP1 inh: 9; VIM-2 inhibitor: -1.0; IMP-1 inhibitor: 1.4; DNA FID counter: -4

How did O=C(O)C(Cc1ccccc1)N1C(=O)c2ccccc2C1=O (stereo not drawn) do in these assays?
MEKK2 WT-MEK5: 105; MEKK2mut PB1 HTS: 6; HCV NS3 hel inh: -2; PfM18AAP inh: 3; SUMO HTRF inh: -6; NALP1 inh: 1; VIM-2 inhibitor: -4.2; IMP-1 inhibitor: -0.3; DNA FID counter: -7

How did O=C(O)C1C2C=CC(C2)C1C(=O)NCCCN1CCOCC1 (stereo not drawn) do in these assays?
MEKK2 WT-MEK5: 92; MEKK2mut PB1 HTS: -1; HCV NS3 hel inh: -3; PfM18AAP inh: -4; SUMO HTRF inh: 2; NALP1 inh: -1; VIM-2 inhibitor: 0.0; IMP-1 inhibitor: -0.3; DNA FID counter: 1

What do the screens show for `CCC(=O)Nc1ccc2c(c1)OCCO2`?
MEKK2 WT-MEK5: 105; MEKK2mut PB1 HTS: 1; HCV NS3 hel inh: 2; PfM18AAP inh: 4; SUMO HTRF inh: 5; NALP1 inh: -9; VIM-2 inhibitor: -0.3; IMP-1 inhibitor: -1.2; DNA FID counter: -1

Results for CCOC(=O)CNS(=O)(=O)c1cc(-c2nnc(Nc3ccc4c(c3)OCO4)c3ccccc23)ccc1C ?
MEKK2 WT-MEK5: 103; MEKK2mut PB1 HTS: 0; HCV NS3 hel inh: 0; PfM18AAP inh: 3; SUMO HTRF inh: 7; NALP1 inh: 7; VIM-2 inhibitor: -0.2; IMP-1 inhibitor: -2.2; DNA FID counter: -17

How did COc1ccc([N+](=O)[O-])cc1NC(=O)c1cccs1 do in these assays?
MEKK2 WT-MEK5: 103; MEKK2mut PB1 HTS: -4; HCV NS3 hel inh: 6; PfM18AAP inh: 5; SUMO HTRF inh: -4; NALP1 inh: 27; VIM-2 inhibitor: 2.6; IMP-1 inhibitor: -2.4; DNA FID counter: 13

The last 2 compounds of the part before come first, to join the parts.
Results for CCOC(=O)CNS(=O)(=O)c1cc(-c2nnc(Nc3ccc4c(c3)OCO4)c3ccccc23)ccc1C ?
MEKK2 WT-MEK5: 103; MEKK2mut PB1 HTS: 0; HCV NS3 hel inh: 0; PfM18AAP inh: 3; SUMO HTRF inh: 7; NALP1 inh: 7; VIM-2 inhibitor: -0.2; IMP-1 inhibitor: -2.2; DNA FID counter: -17

How did COc1ccc([N+](=O)[O-])cc1NC(=O)c1cccs1 do in these assays?
MEKK2 WT-MEK5: 103; MEKK2mut PB1 HTS: -4; HCV NS3 hel inh: 6; PfM18AAP inh: 5; SUMO HTRF inh: -4; NALP1 inh: 27; VIM-2 inhibitor: 2.6; IMP-1 inhibitor: -2.4; DNA FID counter: 13

How did O=[N+]([O-])c1ccc(S(=O)(=O)NCCN2CCOCC2)cc1 do in these assays?
MEKK2 WT-MEK5: 95; MEKK2mut PB1 HTS: 0; HCV NS3 hel inh: 2; PfM18AAP inh: 1; SUMO HTRF inh: 0; NALP1 inh: -3; VIM-2 inhibitor: -4.2; IMP-1 inhibitor: -4.5; DNA FID counter: 0

What do the screens show for `CCc1ccccc1NC(=O)NCc1ccccn1`?
MEKK2 WT-MEK5: 100; MEKK2mut PB1 HTS: 5; HCV NS3 hel inh: 0; PfM18AAP inh: 1; SUMO HTRF inh: 2; NALP1 inh: 11; VIM-2 inhibitor: -3.5; IMP-1 inhibitor: -1.5; DNA FID counter: -6

How did Cc1cc(C)c2c(=O)[nH]c(SCC(=O)N3CCOCC3)nc2n1 do in these assays?
MEKK2 WT-MEK5: 96; MEKK2mut PB1 HTS: -7; HCV NS3 hel inh: -3; PfM18AAP inh: -3; SUMO HTRF inh: 3; NALP1 inh: -15; VIM-2 inhibitor: 0.8; IMP-1 inhibitor: 0.3; DNA FID counter: -3

What do the screens show for `Oc1ccccc1CNCc1ccccc1`?
MEKK2 WT-MEK5: 97; MEKK2mut PB1 HTS: 0; HCV NS3 hel inh: -3; PfM18AAP inh: 4; SUMO HTRF inh: -3; NALP1 inh: 6; VIM-2 inhibitor: -2.6; IMP-1 inhibitor: -2.8; DNA FID counter: 7

What do the screens show for `Cc1cc2cc(CN(Cc3nnnn3C3CCCCC3)CC3CCCO3)c(=O)[nH]c2cc1C` (stereo not drawn)?
MEKK2 WT-MEK5: 107; MEKK2mut PB1 HTS: 7; HCV NS3 hel inh: 10; PfM18AAP inh: 13; SUMO HTRF inh: 10; NALP1 inh: 4; VIM-2 inhibitor: 0.5; IMP-1 inhibitor: 0.0; DNA FID counter: -1

What do the screens show for `Cc1ccccc1CSCC(=O)Nc1ccccc1F`?
MEKK2 WT-MEK5: 100; MEKK2mut PB1 HTS: 2; HCV NS3 hel inh: -7; PfM18AAP inh: -7; SUMO HTRF inh: 3; NALP1 inh: 30; VIM-2 inhibitor: 0.9; IMP-1 inhibitor: -0.3; DNA FID counter: -12

How did O=C(NN1CCOCC1)c1ccc(S(=O)(=O)N2CCCCC2)cc1 do in these assays?
MEKK2 WT-MEK5: 97; MEKK2mut PB1 HTS: -6; HCV NS3 hel inh: -2; PfM18AAP inh: 8; SUMO HTRF inh: -7; NALP1 inh: -16; VIM-2 inhibitor: -1.8; IMP-1 inhibitor: -2.2; DNA FID counter: -21

How did O=S(=O)(Nc1nccs1)c1ccc(Br)cc1 do in these assays?
MEKK2 WT-MEK5: 96; MEKK2mut PB1 HTS: -2; HCV NS3 hel inh: 2; PfM18AAP inh: 5; SUMO HTRF inh: -10; NALP1 inh: 4; VIM-2 inhibitor: -0.8; IMP-1 inhibitor: -3.6; DNA FID counter: -7

Results for C/C(CC(=O)c1ccccc1)=N\NC(=O)CC#N ?
MEKK2 WT-MEK5: 100; MEKK2mut PB1 HTS: 2; HCV NS3 hel inh: -1; PfM18AAP inh: 16; SUMO HTRF inh: -5; NALP1 inh: -17; VIM-2 inhibitor: -3.8; IMP-1 inhibitor: -3.3; DNA FID counter: -7
